14-3-3 PPI – modulators of human 14-3-3 gamma - Raf peptide interaction. FP, 14-3-3gamma / TMR-pS259-Raf peptide binding. inhibition, % at 40 µM. 160,000 compounds, 0.19% hits. AID 422; in the data active = inhibition above about 30%;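 also: 0% = protein plus tracer without compound and 100% = blank with tracer alone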
Target sequence (P61981 whole entry, looked up): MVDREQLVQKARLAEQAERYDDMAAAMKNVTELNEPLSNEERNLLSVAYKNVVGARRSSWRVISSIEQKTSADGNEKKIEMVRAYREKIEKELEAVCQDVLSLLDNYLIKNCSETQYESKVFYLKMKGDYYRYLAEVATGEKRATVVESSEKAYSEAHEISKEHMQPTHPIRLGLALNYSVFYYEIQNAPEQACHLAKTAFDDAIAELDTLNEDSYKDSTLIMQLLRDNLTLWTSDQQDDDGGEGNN
An asterisk follows results filed as active. Only part of the results is shown; count on the stated rates, not on these rows.

SMILES | 14-3-3 PPI
O=C1Nc2ccc(S(=O)(=O)Nc3ccc(O)cc3)c3cccc1c23 | -9
Cc1ccc(S(=O)(=O)Cc2cn[nH]c2)cc1 | 1
CCOc1ccc(NC(=O)c2ccc3c(=O)n(-c4ccc(OC)cc4OC)c(=S)[nH]c3c2)cc1 | 6
Cc1ccc(NC(=O)C2CC(=O)NC(Nc3nc4ccccc4s3)=N2)cc1 (stereo unspecified) | -3
CCCOc1cccc(C(=O)Nc2cccc(-c3nc4ccc(C)cc4o3)c2)c1 | -19
CCOC(=O)CNS(=O)(=O)c1ccc([N+](=O)[O-])cc1 | -1
COc1ccc(CC(=O)NCC2COc3ccccc3O2)cc1OC (stereo unspecified) | -8
CCOC(=O)c1ccccc1NC(=O)c1sc2nc(C)nc(N3CCC(C)CC3)c2c1C | 2
CCCCS(=O)C1CCCCC1OC(=O)c1ccccc1 (stereo unspecified) | 27
CCn1nnc(NC(=O)COc2cc(C)ccc2C(C)C)n1 | 5
COc1ccc(C2C(C(=O)Nc3cccc(NC(C)=O)c3)c3ccccc3C(=O)N2Cc2ccc(F)cc2)cc1 (stereo unspecified) | -4
CN(C)S(=O)(=O)c1ccc2nc(NC(=O)c3cccnc3)sc2c1 | -31
CCOC(=O)c1c(NC(=O)c2cccc(F)c2)sc(C(=O)NC2CCCCC2)c1C | 5
O=C(CCS(=O)(=O)Cc1ccccc1Cl)N1CCN(c2ccccc2)CC1 | -4
CCOCCn1c(CO)nc2ccccc21 | 8
CCn1c(=O)cc(OCC(=O)N2CCN(C(=O)c3ccco3)CC2)c2ccccc21 | 1
C=C(C)CSc1nc2sc3c(c2c(=O)n1C1CCCCC1)CC(C)(C)OC3 | -15
C=CCn1c(CCC(=O)O)ccc1-c1ccccc1 | -15
O=c1c2cc3c(cc2[nH]c(=S)n1Cc1cccnc1)OCO3 | -2
Cc1ccc(CNC(=O)c2cc(=O)[nH]c3ccc(S(=O)(=O)N4CCCCCC4)cc23)cc1 | 2
O=C(CSc1nnc2ccccn12)Nc1ccccc1C(=O)NC1CC1 | 1
O=c1oc2cc(O)ccc2cc1-c1csc(-c2ccccc2Cl)n1 | -11
Clc1ccccc1N1N=C(C=Cc2cccs2)CC1c1cccs1 (stereo unspecified) | -43
COc1ccc(COC(=O)C2=C(C)NC3=C(C(=O)CC(C)(C)C3)C2c2cccc(F)c2)cc1 (stereo unspecified) | -2
CC(C)c1ccc2oc(-c3cc(N)ccc3O)nc2c1 | 2
Cc1ccc(C2CC(c3cccc(Br)c3)Nc3nnnn32)cc1 (stereo unspecified) | -4
COc1ccc(S(=O)(=O)Nc2c(C)n(C)n(-c3ccccc3)c2=O)cc1C(=O)O | 2
Cn1c(CNc2nc(-c3ccccc3)cs2)nnc1SCC(=O)c1ccccc1 | -2
CC1CCCC(C)N1C(=O)CSc1nnc(NC(=O)c2cccs2)s1 (stereo unspecified) | -7
COc1ccccc1N1CCN(S(=O)(=O)c2ccc(F)cc2)CC1 | -4
COc1ccc(C(c2nnnn2Cc2cccs2)N2CCC(C(N)=O)CC2)c(OC)c1 (stereo unspecified) | -6
Cc1ccc2cccc(S(=O)(=O)NC3CCS(=O)(=O)C3)c2n1 (stereo unspecified) | 4
COc1ccc(C(=S)N2CCCC2)cc1C | 3
CCOC(=O)C1=C(N)N(c2ccc(Cl)cc2)C2=C(C(=O)CC(C)(C)C2)C1c1cccnc1 (stereo unspecified) | -5
CCN(CC)S(=O)(=O)c1cccc(C(=O)N2CC(O)CC2C(=O)O)c1 (stereo unspecified) | 15
Cc1cc(N2C(=O)CN(Cc3sccc3C)C2=S)ccc1Cl | 0

Single entries from the list.
Result for COc1ccc(S(=O)(=O)Nc2c(C)n(C)n(-c3ccccc3)c2=O)cc1C(=O)O under 14-3-3 PPI: 2
Result for COc1ccc(C(=S)N2CCCC2)cc1C under 14-3-3 PPI: 3

Additional results follow:
SMILES | 14-3-3 PPI
CCOc1ccc(NC(=O)C2CC(=O)NC(=Nc3ccc(C)cc3)S2)cc1 (stereo unspecified) | 4
CN1CCCC(OC(=O)c2cc(Cl)ccc2Cl)C1 (stereo unspecified) | -2
Cc1ccc(NC(=O)C2CCN(S(=O)(=O)c3cccs3)CC2)cc1Cl | -11
COc1ccc(NC(=O)C2CCCN(C(=O)NC3CCCCC3)C2)cc1OC (stereo unspecified) | -5
CN(C)S(=O)(=O)c1ccc(C(=O)Nc2nc3c(cc4c5c(cccc53)CC4)s2)cc1 | -30
CCc1c(-c2ccccc2)nc2ccccc2c1C(=O)O | -1
COc1ccc(-n2c(C=Cc3ccc(O)cc3)nc(=O)c(-c3ccccc3)c2C)cc1 | -4
CC(=O)Nc1cccc(NC(=O)C2CC(=O)N(c3ccc(C)cc3)C2)c1 (stereo unspecified) | -2
Fc1ccccc1-c1nc(-c2cccnc2)no1 | -7
Cc1cc(=O)[nH]c(SCC(=O)Nc2c(C)cccc2C)n1 | 1
Cc1nc2nc(SCC(=O)Nc3ccc(Br)cc3)nn2c(C)c1Cc1ccccc1Cl | -99
CN(C)S(=O)(=O)c1ccc(/C(O)=C2/C(=O)C(=O)N(CCN3CCCCC3)C2c2cccnc2)cc1 (stereo unspecified) | 0
COc1cc(OC)cc(C(=O)N2CCN(Cc3cccc(F)c3)CC2)c1 | -8
CCCCc1ccc(NC(=O)CSc2nc3c(c(=O)n2-c2ccc(Cl)cc2)SCC3)cc1 | -24
Cn1c(CN2CCOCC2)nnc1SCC(=O)NCCc1ccccc1 | 0
CC1(C)Cc2c(c(N3CCOCC3)nc3sc4c(=O)[nH]cnc4c23)CO1 | -11
Cc1ccc(-n2c(=O)c3sccc3n(CC(=O)Nc3cccc(Cl)c3)c2=O)cc1F | 2
COc1ccc(OC)c(NC(=O)C2C3C=CC(C3)C2C(=O)NCc2ccccn2)c1 (stereo unspecified) | -9
Cc1nn(-c2cc(N3CCCCC3)ccc2[N+](=O)[O-])c(=O)c2ccccc12 | -8
CC(C)(C)NC(=O)NC(=O)COC(=O)COc1ccc2c(c1)CCC2 | -8
C=CCC(O)(CC=C)C(N)C(C)C (stereo unspecified) | -1
O=C(C1CCCN(S(=O)(=O)N2CCCC2)C1)N1CCN(c2ccccc2)CC1 (stereo unspecified) | 3
COc1ccc(S(=O)(=O)N2CCCC(C(=O)O)C2)cc1Cl (stereo unspecified) | 11
O=C(COC(=O)c1ccc(C(O)c2ccccc2)cc1)c1ccccc1 (stereo unspecified) | -2
COC(=O)C1C(=O)C2=C(CC1C)NC(C)=C(C(=O)OCc1ccccc1)C2c1ccc2c(c1)OCO2 (stereo unspecified) | 7
CCN(Cc1ccccc1)S(=O)(=O)c1ccc2c(c1)CCN2C(=O)C1CCC1 | 1
CS(=O)(=O)Nc1ccccc1C(=O)NCc1ccco1 | -10
CC(=O)C1=C(O)C(=O)N(c2ccc(O)cc2)C1c1ccccc1F (stereo unspecified) | -1
COc1ccc(-n2cnc3cc(C(=O)NCCN4CCOCC4)ccc32)cc1 | -66
CCOc1ccc2cc(S(=O)(=O)n3ccnc3C)ccc2c1 | 2
Cc1ccc(Nc2cc(C)nc3c2ccc2ccccc23)cc1 | -16
Oc1oc(-c2ccco2)nc1C=Nc1ccccc1 | -4
CC1CCC(C(=O)NC(C(=O)OCC(=O)c2ccc(Br)cc2)C(C)C)CC1 (stereo unspecified) | -2
CC1=C(C(=O)OC(C)C)C(c2cccc(F)c2)C2=C(CCCC2=O)N1 (stereo unspecified) | -2
CC(=O)N1N=C(c2ccncc2)OC12CCC(C(C)(C)C)CC2 (stereo unspecified) | -15
CCCCN(Cc1ccccc1)S(=O)(=O)c1ccc2nc(-c3ccccc3)[nH]c2c1 | -5

An excerpt from above in order of the 14-3-3 PPI value, high to low.
SMILES | 14-3-3 PPI
COC(=O)C1C(=O)C2=C(CC1C)NC(C)=C(C(=O)OCc1ccccc1)C2c1ccc2c(c1)OCO2 (stereo unspecified) | 7
CCOc1ccc2cc(S(=O)(=O)n3ccnc3C)ccc2c1 | 2
CCN(Cc1ccccc1)S(=O)(=O)c1ccc2c(c1)CCN2C(=O)C1CCC1 | 1
CC1CCC(C(=O)NC(C(=O)OCC(=O)c2ccc(Br)cc2)C(C)C)CC1 (stereo unspecified) | -2

Continuation.
SMILES | 14-3-3 PPI
CN(C)CCCNC(=O)c1ccc([N+](=O)[O-])cc1 | 5
CC(=O)Oc1ccc(C(=O)Nc2nnc(C)s2)cc1 | 1
CCC1CCCCN1CCCNC(=O)c1cc2cc3cc(OC)ccc3nc2s1 (stereo unspecified) | -44
CCc1ccc2[nH]c(=O)c(CN(Cc3ccccc3)Cc3nnnn3Cc3ccco3)cc2c1 | -3
COc1ccc(C(=O)Nc2cccc(C)c2)cc1 | -6
CC1=C(C(=O)OCCOc2ccccc2)C(c2ccc(N(C)C)cc2)NC(=O)N1 (stereo unspecified) | -17
CCOc1cc(-c2nc(-c3ccc(C)nc3OC)no2)cc(OCC)c1OCC | -6
Cn1c2ccccc2c2ccc(CC(=S)N3CCOCC3)cc21 | -2
CCCCCCNC(=O)Cc1c(O)c2ccccc2[nH]c1=O | 0
Cc1ccc(Cl)cc1NC(=O)CC(NCc1ccccn1)C(=O)O (stereo unspecified) | -6
O=C(CN1CCOc2ccccc21)N1CCN(c2cccc(Cl)c2)CC1 | 0
CC1CCCC(C)N1CCNC(=O)CN1N=C(c2ccc(Cl)cc2)CCC1=O (stereo unspecified) | -5
O=C(c1ccccc1)N1N=C2CCCCC2C1(O)C(F)(F)F (stereo unspecified) | -2
O=C(NCc1ccc(F)cc1)C1CCCN(C(=O)Nc2ccccc2)C1 (stereo unspecified) | -1
Cc1ccc(C2CC(=O)Nc3cc4c(cc32)OCCO4)cc1 (stereo unspecified) | 1
CC1CCCCN1C(=O)CSc1nnc(-c2ccc(Cl)cc2)o1 (stereo unspecified) | -4
CCOc1ccc(Nc2nc3cc(OC)ccc3cc2C#N)cc1 | -12
CC(=O)Nc1cc(-c2nn3c(C)nnc3s2)ccc1C | -1
Cc1csc(NC(=O)CSc2nnc(-c3ccoc3C)o2)n1 | -6
CC1CC(C)CN(C(=O)c2ccc(Sc3ccc(Br)cc3)c([N+](=O)[O-])c2)C1 (stereo unspecified) | -7
O=C(CC1SC(=Nc2ccccc2)N(S(=O)(=O)c2ccccc2)C1=O)Nc1ccccc1 (stereo unspecified) | -12
Cc1ccc(C2CC2(Cl)Cl)cc1 (stereo unspecified) | -4
CC(=O)N1N=C(c2cnccn2)OC12CCC(C(C)(C)C)CC2 (stereo unspecified) | -2
CCOC(=O)c1cnc2ccc(OCC)cc2c1Nc1ccc(OCC)cc1 | -30
Cc1ccc2nc(/N=C(\N)NC(=O)Cc3ccccc3)nc(C)c2c1 | -11
CCc1ccc(OCC2c3cc(OC)c(OC)cc3CCN2C(=O)c2ccccc2)cc1 (stereo unspecified) | -5
CCn1c2ccccc2c2nnc(SCC(=O)Nc3ccc(C(C)=O)cc3)nc21 | -12
Cc1cc(C)n(-c2nc(NCC(C)O)c3c4c(sc3n2)CCCC4)n1 (stereo unspecified) | -4
CCOC(=O)C1=C(C)NC(=O)NC1c1ccc(Cl)cc1Cl (stereo unspecified) | -7
CC(C)(CC(=O)NCc1ccccc1)CC1=NS(=O)(=O)c2ccccc2N1 | -5
COCCN(CCOC)Cc1c(C)[nH]c2ccccc2c1=O | 3
CCN1CCN(CCCNC(=O)C2c3cc(OC)c(OC)cc3C(=O)N3CCc4ccccc4C23)CC1 (stereo unspecified) | -1
Cc1ccc(S(=O)(=O)Cn2nnnc2C(C(C)C)N2CCSCC2)cc1 (stereo unspecified) | -5
Cc1cc(Br)ccc1OCC(=O)N(Cc1nc(-c2ccccc2)no1)C(C)C | -12
COc1ccc(C(=O)Nc2cccnc2)cc1[N+](=O)[O-] | 1
COc1cc(C(=O)Oc2c(Cc3ccccc3)c(=O)oc3ccccc23)cc(OC)c1OC | -2

Rewritten in markdown: part of the list above.
| Molecule | 14-3-3 PPI |
| --- | --- |
| Cn1c(CNc2nc(-c3ccccc3)cs2)nnc1SCC(=O)c1ccccc1 | -2 |
| CC1CCCC(C)N1C(=O)CSc1nnc(NC(=O)c2cccs2)s1 (stereo unspecified) | -7 |

(cont.)
SMILES | 14-3-3 PPI
O=C(NC1CCN(Cc2ccccc2)CC1)C1CCC(Cn2c(=O)[nH]c3ccsc3c2=O)CC1 (stereo unspecified) | -5
O=C(Oc1cccc(NC2=NS(=O)(=O)c3ccccc32)c1)c1ccccc1Cl | -11
CCCOc1ccc(-c2nc(N3CCN(CC)CC3)c3ccccc3n2)cc1 | -2
COC(=O)c1cccc(NC(=O)C2COc3ccccc3O2)c1 (stereo unspecified) | 1
COc1ccc(-n2c(Cc3cccn3C)nnc2SCC(=O)Nc2cccc(NC(C)=O)c2)cc1 | -8
CCC(C)NC(=O)c1c(O)c2c([nH]c1=O)CCCC2 (stereo unspecified) | -4
O=C(NCc1cccnc1)c1ccc(S(=O)(=O)N2CCOCC2)cc1 | 4
O=C(Nc1nc(-c2ccc(Br)cc2)cs1)c1cc2cc([N+](=O)[O-])ccc2s1 | -13
CCC(C)NC(=O)CC1Oc2ccc(Cl)cc2NC1=O (stereo unspecified) | 3
CC(CNC(=O)Nc1ccccc1)CSc1ccc(Cl)cc1 (stereo unspecified) | 1
CC(C)(C)c1csc(N(CCC#N)CCC#N)n1 | -1
O=C(CNC(=O)Cn1cnc2ccccc2c1=O)NCCN1CCOCC1 | -1
CCOC(=O)Cn1c(CN2CCC(C)CC2)nc2c1c(=O)n(C)c(=O)n2C | 0
CCC1CCCCN1CC(=O)Nc1cc(C)nn1-c1nc(C)cc(C)n1 (stereo unspecified) | 3
Cc1c(C)c2ccc(OCC(=O)O)c(C)c2oc1=O | -6

Reformatted field by field: entries from further up
> CCC(C)NC(=O)CC1Oc2ccc(Cl)cc2NC1=O (stereo unspecified)
- 14-3-3 PPI: 3
> CC(CNC(=O)Nc1ccccc1)CSc1ccc(Cl)cc1 (stereo unspecified)
- 14-3-3 PPI: 1
> CC(C)(C)c1csc(N(CCC#N)CCC#N)n1
- 14-3-3 PPI: -1
> O=C(CNC(=O)Cn1cnc2ccccc2c1=O)NCCN1CCOCC1
- 14-3-3 PPI: -1
